LGR2 inh: inhibitors of bursicon-induced Drosophila LGR2 receptor cAMP signaling. HEK293 LGR2, CRE-luciferase, bursicon-stimulated, 4 h. AID 720647. inhibition, % at 9.99 µM. 380,000 tested, 0.35% active;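 active = drop in luminescence signal, shown as inhibition above about 50% in the replicate tests, limit read from the data, passing the limit was not always enough; inconclusive = probably only some replicates passing the limit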;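 note: agonist challenge used bursicon conditioned medium at about half maximal strength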
PAX8 inh HTS: PAX8 transcriptional activity inhibition; RMG-I TPO-luciferase reporter, SteadyGlo, 24 h; inhibition, % at 12.6 µM; 360,000 tested, 1.2% active; AID 652154;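 active = mean replicate inhibition at least 60% with every replicate also reaching 60%; inconclusive = only one of the two criteria is met; inactive = mean below 60% and not all replicates reaching 60%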;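 note: luciferase light reporting Pax8 driven TPO promoter activity; plate controls were median of neutral control wells for no effect and mitoxantrone controls for full effect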
Cneo AK release: Cryptococcus neoformans lysis via adenylate kinase release; lysis activity, % at 15 µM; AID 651654; 360,000 tested, 0.2% active; C. neoformans lysis, adenylate kinase release luminescence, 4 h; normalised: neutral wells 0, clomiphene wells 100;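 active = mean lysis activity across replicates of at least 80%, whatever share of replicates individually reach that level; inactive = mean lysis activity below 80%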
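Schedule: static 4 h at 37 °C with compound, 1 h detection; system: C. neoformans cells; benchmarks: Clomiphene as positive control; buffer or medium: fresh YPD medium; measure: luminescence rise reflecting yeast cell lysis; measured by: luminescent adenylate kinase detection reagent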
PglD inh: PglD (C. jejuni) enzyme inhibition; 360,000 tested, 0.098% active; purified PglD enzyme, DTNB colorimetric CoA detection; inhibition, % at 12.5 µM; in the data active = inhibition above about 16%, passing the limit was not always enough; inconclusive = no clear call, values can overlap the other calls; note: strong numbers were not always called active
ARNT-TACC3 inh: ARNT/TACC3 interaction disruption. inhibition, % at 9.99 µM. 390,000 tested, 0.66% active. AlphaScreen His-ARNT PAS-B/GST-TACC3 binding, luminescence; TACC3 fragment carries E629A point mutation. Q9Y6A5. AID 623870;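 active = mean inhibition of replicates at least 50% and at least half of replicates each reaching 50%; inconclusive = half or more replicates reach 50% but mean below 50%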;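 note: 0% = complete ARNT plus TACC3 wells and 100% = ARNT alone without TACC3; many hits fall short of the cut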
GSIS activator: primary screen for activators of insulin secretion dependent on glucose, INS-1E cells, GLuc reporter luminescence | 370,000 tested, 0.61% active | activation, % at 16.6 µM | INS-1E GLuc reporter insulin secretion, 2-3 h;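 active = lowest replicate activation of at least 40%, so every replicate reaches that level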;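 note: 0% = median of neutral control wells and 100% = median of IBMX positive control wells; some compounds called inactive have numbers as strong as hits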
C2C12 statin: suppression of simvastatin myotoxicity; C2C12 myotubes + simvastatin, ATP luminescence, 48 h; scaled: DMSO 0, geranylgeraniol control 100; 330,000 tested, 0.78% active; AID 602340; rescue of ATP level, % at 7.49 µM;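 active = mean ATP rescue above about 67%, or every replicate alone reaching that limit, limit read from the data, passing the limit was not always enough; inconclusive = no clear call, values can overlap the other calls; inactive = mean under the limit and some replicate under it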;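 note: myotubes were challenged with 10 µM simvastatin during compound exposure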
PGC1a acetyl inh: modulators of PGC1a acetylation; U2OS PGC1a acetylation, AlphaScreen anti-acetyl-lysine; with virally co-expressed GCN5 acetyltransferase; inhibition, % at 15.6 µM; 350,000 tested, 0.17% active; AID 651687;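 active = every replicate shows inhibition of at least 40%; inconclusive = mean inhibition at least 40% but some replicate below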;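 note: 0% = neutral control wells and 100% = positive control wells; some results beyond the cut were filed as inactive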
An asterisk follows results filed as active; ? = inconclusive; . = not tested or not shown; & = joins results of further samples.

SMILES | LGR2 inh | PAX8 inh HTS | Cneo AK release | PglD inh | ARNT-TACC3 inh | GSIS activator | C2C12 statin | PGC1a acetyl inh
Cn1c(=O)n(C)c2cc(N3CCOCC3)c(NC(=O)c3ccc(F)cc3)cc21 | -7 | -3 | -4 | -4 | -3 | 12 | 7 | 1
C/C=C/c1ccc2c(c1)O[C@@H](CN(C)C(=O)C1CCCCC1)[C@@H](C)CN([C@H](C)CO)S2(=O)=O | -18 | 12 | 2 | 1 | 9 | -21 | 2 | -4
CC(C)c1ccc(NC2CCCN(C(=O)CN3C(=O)CSC3=O)C2)cc1 (stereo not drawn) | 4 | -4 | 2 | 1 | 0 | -3 | 0 | 5
C[C@H](NC(=O)C[C@H]1CC[C@@H]2[C@@H](COc3ccc(NS(=O)(=O)c4ccc(Cl)cc4)cc3C(=O)N2C)O1)c1ccccc1 | 24 | 8 | 0 | -1 | -4 | -5 | -21 | -5
CCOC(=O)C1CCCN(CC(=O)/C=C2/N(C)c3ccccc3C2(C)C)C1 (stereo not drawn) | . | . | -3 | -4 | . | . | -4 | 4
Cc1nc(-c2cccnc2)sc1C(=O)Nc1ccc(Cl)cc1 | . | . | -2 | -5 | -15 | . | -20 | 4
C[C@H](CO)N1C[C@H](C)[C@@H](CN(C)Cc2ccccc2)Oc2c(NC(=O)Nc3ccc4c(c3)OCO4)cccc2C1=O | 20 | -62 | -6 | 0 | 24 | 2 | 58 | .
CN(Cc1ccccc1)CC1C2CCC(C2)C1O (stereo not drawn) | -13 | 0 | -2 | 4 | -6 | 2 | -1 | -10
CC(=O)c1c(N2CCCC2)nc(=S)n(-c2ccccc2)c1C | . | . | -4 | -2 | -22 | . | -6 | -5
CC(=O)c1ccc(NC(=O)C(C)OC(=O)/C=C/c2ccco2)cc1 (stereo not drawn) | . | -9 | 2 | -2 | -11 | . | 2 | -2
CCCNC(=O)C[C@@H]1CC[C@H]2[C@H](COc3ccc(NS(=O)(=O)c4ccccc4C)cc3C(=O)N2C)O1 | -8 | -12 | 50 | -1 | -5 | -11 | -38 | 5
COc1ccc(S(=O)(=O)N2CCN(C3CCCCCCC3)CC2)cc1 | 9 | 17 | -2 | 1 | 0&-5 | -2 | 4 | -7&-3
C/C(=N\NS(=O)(=O)c1ccc(C)cc1)c1ccc(C)s1 | . | . | 2 | 4 | -16 | . | 34 | .
C[C@@H]1CN([C@H](C)CO)C(=O)c2cc(NC(=O)Nc3ccc(F)cc3)ccc2O[C@@H](C)CCCCO[C@H]1CN(C)S(C)(=O)=O | 4 | 3 | 8 | 1 | 5 | -12 | . | 9
O=C(NC1CCCCC1)[C@@H]1[C@@H](CO)[C@@H]2Cn3c(cccc3=O)[C@@H]2N1CCc1ccccc1 | -1 | . | -3 | 3 | -1 | 14 | 10 | .
O=C(Nc1nccs1)C1CC(=O)N(CCc2ccccc2)C1 (stereo not drawn) | 3 | -18 | 0 | 1 | -1 | 25 | 5 | -5
c1cncc(CNc2nc(-c3cccnc3)nc3ccccc23)c1 | -3 | -8 | 0 | 24* | 20 | 13 | 3 | -5
CCC(=O)OCCNc1nc(-c2ccccc2)nc2ccccc12 | -3 | 7 | 4 | 0 | -8 | -12 | -21 | -9
O=C(O)c1cc(-c2cccs2)nn1-c1ccc(F)cc1 | -8 | 1 | . | . | -6 | -27 | . | 7
CC#CCN1C=C(C(=O)OCC)C(C)N(Cc2ccc(Br)cc2)S1(=O)=O (stereo not drawn) | -5 | -27 | 1 | -4 | -8 | -12 | -3 | -2
COCC(=O)N(C)C[C@H]1Oc2ncc(C#Cc3cccnc3)cc2C(=O)N([C@@H](C)CO)C[C@@H]1C | 1 | . | -9 | -1 | -4 | 1 | -8 | -5
COc1ccc(NC(=O)CCSc2ccc3ccccc3n2)cc1 | -5 | -2 | -1 | 5 | -1 | 6 | . | 22
CN(C(=O)C1CCCN(S(=O)(=O)c2cccc([N+](=O)[O-])c2)C1)C1CCS(=O)(=O)C1 (stereo not drawn) | -39 | 4 | . | . | 0 | -15 | . | 5
Cc1ccc(S(=O)(=O)NCC[C@@H]2CC[C@@H](NC(=O)c3ccccn3)[C@@H](CO)O2)cc1 | 6 | 4 | 45 | 0 | -7 | -13 | 11 | 6
CCOc1ccc(S(=O)(=O)NC(Cc2c[nH]c3ccccc23)C(=O)O)cc1 (stereo not drawn) | -7 | 12 | 1 | 3 | -5 | 0 | 2 | 3

Entries of single compounds, looked up by structure:
`CCOC(=O)C1CCCN(CC(=O)/C=C2/N(C)c3ccccc3C2(C)C)C1` (stereo not drawn) in the list: LGR2 inh: .; PAX8 inh HTS: .; Cneo AK release: -3; PglD inh: -4; ARNT-TACC3 inh: .; GSIS activator: .; C2C12 statin: -4; PGC1a acetyl inh: 4
`COCC(=O)N(C)C[C@H]1Oc2ncc(C#Cc3cccnc3)cc2C(=O)N([C@@H](C)CO)C[C@@H]1C` in the list: LGR2 inh: 1; PAX8 inh HTS: .; Cneo AK release: -9; PglD inh: -1; ARNT-TACC3 inh: -4; GSIS activator: 1; C2C12 statin: -8; PGC1a acetyl inh: -5

Remaining list, next part
SMILES | LGR2 inh | PAX8 inh HTS | Cneo AK release | PglD inh | ARNT-TACC3 inh | GSIS activator | C2C12 statin | PGC1a acetyl inh
C[C@H](CO)N1C[C@H](C)[C@H](CN(C)Cc2ccc(Cl)c(Cl)c2)Oc2ccc(NC(=O)Nc3cccc4ccccc34)cc2C1=O | 10 | . | 5 | -2 | -2 | 16 | . | 2
CN(C)CCCNC(=O)C[C@H]1C=C[C@@H](NS(=O)(=O)c2ccccc2)[C@H](CO)O1 | 10 | -5 | 44 | 2 | 0 | 14 | -15 | -7
CCOC(=O)OC(C)OC(=O)[C@@H]1N2C(=O)[C@@H](NC(=O)[C@H](N)c3ccccc3)[C@H]2SC1(C)C (stereo partly drawn) | . | -8 | 1 | 0 | -2 | . | -1 | 5
Cc1noc(C)c1NC(=O)N(C)C[C@@H]1Oc2ccc(NS(=O)(=O)c3ccccc3)cc2CC(=O)N([C@@H](C)CO)C[C@H]1C | -3 | 18 | 24 | 4 | 0 | 15 | -2 | -8
O=C(C1CC1)N1CCCCN2[C@H](CO)[C@@H](c3ccc(C#CC4CC4)cc3)[C@H]2C1 | . | -33 | -1 | 4 | 3 | . | . | 1
COCCn1c(SCC(=O)Nc2cc(C)cc(C)c2)nc2ccccc2c1=O | 15 | 1 | 0 | 2 | 0 | 11 | 10 | .
Cc1cccn2c(=O)c3cc(C#N)c(=NC(=O)c4ccccc4)n(Cc4ccco4)c3nc12 | 0 | -27 | 0 | 4 | 12&37 | 12 | -5 | -1&18
O=C(O)/C(=C\c1ccc(Cl)cc1)c1ccc(F)cc1 | -7 | -16 | . | . | 14 | -8 | . | .
COc1ccc(-c2cc(C(F)(F)F)n3nc(C(=O)N4CCCCC4)cc3n2)cc1OC | . | . | 6 | -8 | -5 | . | 11 | 1
CN(C)c1ccc2c(c1)[C@H]1C[C@@H](CC(=O)NCc3ccc(Cl)cc3)O[C@@H](CO)[C@H]1O2 | 0 | -2 | 1 | -1 | 13 | -4 | 3 | -3
COc1ccc(S(=O)(=O)N(Cc2cc3ccc(OC)cc3[nH]c2=O)CC2COCCO2)cc1 (stereo not drawn) | -8 | . | 5 | -7 | -6 | 2 | 2 | ?
COc1ccccc1-c1ccc2c(c1)O[C@@H](CN(C)Cc1ccc3c(c1)OCO3)[C@@H](C)CN([C@H](C)CO)S2(=O)=O | -11 | 35 | -1 | -3 | 9 | -33 | -22 | -64
Cc1ccccc1NC(=O)CN1C(=O)N/C(=C\c2ccccc2OCc2ccc(C(=O)O)cc2)C1=O | -13 | -7 | . | . | -20 | 2 | 12 | .
O=C(COC(=O)c1cccc(S(=O)(=O)N2CCOCC2)c1)Nc1ccc(Cl)cn1 | -6 | -1 | 0 | 0 | -3 | -31 | 12 | 8
CCOC(=O)N(Cc1ccccc1)C1CC1 | -5 | 13 | -2 | 6 | 1 | -1 | -3 | .
O=C(COC(=O)CCNS(=O)(=O)c1cccs1)Nc1ccccc1 | 7 | -8 | -2 | 4 | 6 | . | -12 | 5
Nc1c(S(=O)(=O)c2ccccc2)c2nc3ccccc3nc2n1/N=C/c1ccco1 | . | 5 | 0 | 0 | 3 | . | -2 | -1
CC(C)[C@H](NC(=O)OCc1ccccc1)C(=O)OCC(=O)NCc1ccco1 | . | -1 | -3 | 3 | . | . | -4 | -13
CCNC(=O)C1CCCN(C(=O)c2c(-c3ccccc3)noc2C)CC1 (stereo not drawn) | 0 | -31 | 0 | -1 | . | -2 | 2 | 7
O=C(NNC(=O)c1ccccc1C(=O)O)c1ccc(S(=O)(=O)N2CCCCC2)cc1 | 9 | 5 | 1 | 2 | 3 | 0 | -38 | 33
Cc1cc(C(=O)NC2CC2)c2ccccc2n1 | 0 | 3 | . | . | -5 | 4 | . | 10
O=C(C[C@@H]1CC[C@@H]2[C@H](COC[C@@H](O)CN2C(=O)Nc2ccc(Cl)c(Cl)c2)O1)NCc1ccccc1 | 6 | 60 | -7 | 1 | -2 | -19 | -39 | 5
Cc1ccc(S(=O)(=O)N[C@H]2CC[C@H](CCNC(=O)C3CC3)O[C@@H]2CO)cc1 | -4 | . | -5 | -3 | 5 | 3 | 3 | -12
COc1ccc(-c2nnc3ccc(SCC(=O)N4CCCCCC4)nn23)cc1OC | 0 | 10 | 4 | 3 | 9 | 24 | -20 | 2
COc1cccc(N2[C@@H](CC(C)=O)c3ccccc3S2(=O)=O)c1 | -3 | -4 | 0 | -4 | -2 | 18 | -4 | 9

Next section.
SMILES | LGR2 inh | PAX8 inh HTS | Cneo AK release | PglD inh | ARNT-TACC3 inh | GSIS activator | C2C12 statin | PGC1a acetyl inh
CC(NC(=O)C(=O)N1CCCCC1)C(c1cccs1)N1CCN(Cc2ccccc2)CC1 (stereo not drawn) | 4 | -5 | -3 | -5 | 5 | 4 | 2 | -1
O=C(Nc1ccc(Br)cc1)c1cccc(S(=O)(=O)Nc2cnc3ccccc3c2)c1 | 0 | 7 | . | . | -5 | -20 | . | .
O=c1cc(CN2CCN(S(=O)(=O)/C=C/c3ccccc3)CC2)c2ccc(O)cc2o1 | -31 | -7 | . | . | -3 | -19 | . | 3
CC1=NN(C(=O)c2ccc(C)cc2)C(O)(C(F)(F)OC(F)(F)F)C1 (stereo not drawn) | . | -12 | 1 | 1 | -1 | . | -12 | -55
C=CC[C@@H](CC(=O)N[C@@H](CO)Cc1ccccc1)C(=O)N[C@H](COC(=O)[C@@H](CC=C)CC(=O)OC(C)(C)C)Cc1ccccc1 | -8 | -78 | -1 | -1 | 4 | 4 | 1 | .
Cc1ccccc1C(=O)N1CCN(c2ccc(NC(=O)c3ccco3)cc2)CC1 | 10 | 29 | 1 | 3 | -8 | -13 | 12 | .
C[C@@H]1CN([C@@H](C)CO)C(=O)c2cc(NC(=O)NC3CCCCC3)ccc2O[C@H]1CN(C)C(=O)Nc1ccc(C(F)(F)F)cc1 | -9 | 26 | -5 | 1 | -6 | 4 | -13 | -7
CSc1nc(-c2ccccc2)nn1S(=O)(=O)c1ccccc1 | . | . | 1 | 9 | 0 | . | 5 | -5
CO[C@H]1CN(C)C(=O)c2ccc(NC(C)=O)cc2OC[C@@H](C)N(Cc2ccccc2F)C[C@@H]1C | 9 | 3 | 2 | -3 | -5 | -12 | 8 | -3
COc1cc(C2CC(=O)Oc3cc4c(cc32)OCO4)cc(OC)c1OC (stereo not drawn) | -8 | -21 | -1 | -3 | -1 | 28 | -2 | 5

From PubChem
